Screens (PubChem BioAssay)
KB-3-1 cytotox – kills parental KB-3-1 adenocarcinoma cells. AID 1347075. Potency, µM (doses to about 46.1 µM), without a hit: at the top dose activity change, negative = cytotoxic, most hits filed as cytotoxic. 1.4% of 400,000 active. KB-3-1 viability, CellTiter-Glo ATP luminescence, 72 h; note: % is set by controls: 0 for no effect and ±100 for the full control effect; nearly all actives have a fitted effect of over 60% in size
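Parental KB-3-1 adenocarcinoma cells in phenol-red-free DMEM with 10% FBS were pin-treated with compounds at several concentrations, incubated 72 h at 37 °C, and viability read by CellTiter-Glo luminescence; concentration-effect curves were fitted after normalization.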
GLP-1R agonist – agonists of human GLP-1 receptor; P43220; AID 624172; Potency, µM (series often up to 45.6 µM), inactives show at the top dose activation, usual class: activators; 0.007% of 380,000 active; HEK293 GLP-1R CRE-luciferase, luminescence, 4-6 h; cells express a hypersensitive GLP-1R form; note: % of control where 0% means no effect
Target sequence (P43220 whole entry, looked up): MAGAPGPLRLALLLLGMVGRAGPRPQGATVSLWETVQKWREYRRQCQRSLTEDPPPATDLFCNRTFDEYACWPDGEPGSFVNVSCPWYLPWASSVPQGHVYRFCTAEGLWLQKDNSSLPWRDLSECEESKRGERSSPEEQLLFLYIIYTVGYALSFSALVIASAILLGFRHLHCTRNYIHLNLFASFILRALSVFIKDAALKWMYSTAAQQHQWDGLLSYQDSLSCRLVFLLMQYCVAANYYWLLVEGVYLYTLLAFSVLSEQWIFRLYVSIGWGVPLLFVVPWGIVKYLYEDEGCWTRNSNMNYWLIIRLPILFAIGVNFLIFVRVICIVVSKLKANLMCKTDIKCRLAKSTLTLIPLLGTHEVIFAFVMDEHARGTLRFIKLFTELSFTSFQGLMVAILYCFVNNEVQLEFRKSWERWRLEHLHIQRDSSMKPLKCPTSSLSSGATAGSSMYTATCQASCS
TDP43 rescue – TDP-43 toxicity inhibition in yeast. Potency, µM (titrated, usually from 46.1 µM), for inactives: at the top dose growth rescue (activation), hits mostly activators. TDP-43 expressing yeast growth rescue, BacTiter-Glo, 24 h. AID 652104. 1.8% of 410,000 active; note: % of control where 0% means no effect; nearly all actives have a fitted effect of over 50% in size
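Growth rescue of TDP-43-toxic yeast measured as ATP luminescence (BacTiter-Glo). Cells grown to mid-log in raffinose, induced in galactose at OD600=0.02, exposed to compound 24 hr at 30 deg C.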
HEK293 tox – cytotoxicity counter-screen for GLP-1 receptor inverse agonists; HEK293 cAMP-luciferase reporter cells, luminescence, 24 h; Potency, µM (titrated, usually from 38.3 µM), inactives show at the top dose activity change, negative = inhibition, most hits filed as inhibitors; 0.13% of 410,000 active;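 note: loss of luciferase light is scored as toxicity; % is set by controls: 0 for no effect and ±100 for the full control effect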
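1536-well qHTS counterscreen of the MLSMR; 200 cells/uL, 12 h pre-incubation, 23 nL cpd, 24 h at 37 deg C 5% CO2, luciferase detection reagent, 12 min RT, luminescence. Inhibition = undesired.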
KB-V1 cytotox – kills drug-selected multidrug resistant KB-V1 cells. KB-V1 MDR cells viability, CellTiter-Glo, 72 h. Potency, µM (top dose mostly 46.1 µM), inactives show at the top dose activity change, negative = cytotoxicity, hits mostly cytotoxic. 3.4% of 400,000 active. AID 1347076; note: % is set by controls: 0 for no effect and ±100 for the full control effect; nearly all actives have a fitted effect of over 60% in size
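Luminescent ATP read-out (CellTiter-Glo, 10 min) measures survival of drug-selected KB-V1 MDR cells after 72 h, 37 degrees C compound exposure. Medium: phenol-red-free DMEM, 10% FBS. Values from fitted concentration-response curves.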
SW480 rerep – induces DNA re-replication in SW480 colon adenocarcinoma cells. SW480 DNA re-replication, Hoechst DNA content imaging, 48 h. Potency, µM (titrated, usually from 46.1 µM), inactives show top-dose re-replication activation, usual class: activators. 1.8% of 340,000 active. AID 624297; note: % of control where 0% means no effect; nearly all actives have a fitted effect of over 55% in size
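Image-based read-out: total Hoechst fluorescence of nuclei (405 nm excitation, 500-530 nm emission), with hits raising the fraction of high-intensity nuclei. SW480 colon cells incubated 48 hr with compounds at 37 C.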
GLP-1R inv ag – GLP-1 receptor (human) inverse agonism. P43220. HEK293 GLP-1R CRE-luciferase, luminescence, 24 h; GLP-1R form is constitutively active. Potency, µM (series often up to 38.3 µM), inactives show top-dose activity change, negative = inhibition, actives largely listed as inhibitors. 1.6% of 410,000 active. AID 624417; note: % is set by controls: 0 for no effect and ±100 for the full control effect; nearly all actives have a fitted effect of over 55% in size
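Using stably transfected HEK293 (constitutively active GLP-1R, cAMP-luciferase reporter), compounds were incubated 24 hr and luciferase measured by luminescence.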
HT1080 IDH1KD tx – kills HT-1080 cells with IDH1 knockdown; 2% of 360,000 active; HT-1080 IDH1 knockdown viability, ATP luminescence, 48 h; Potency, µM (top dose mostly 46.1 µM), inactives show at the top dose activity, negative = toxicity, hits mostly cytotoxic;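 note: 0% = DMSO wells and -100% = cell-free medium wells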
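Luminescent ATP read-out (CellTiter-Glo, 10 min at room temperature) after 48 h compound exposure at 37 °C gave viability of IDH1-knockdown HT-1080 cells. Activity was normalised to DMSO and cell-free wells, then fitted as concentration-response curves.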
HT1080NT lethal – kills 2HG-producing HT-1080-NT fibrosarcoma cells; 1.6% of 360,000 active; Potency, µM (series often up to 46.1 µM), for inactives: at the top dose activity, negative = less viability, actives largely listed as cytotoxic; AID 686970; HT-1080-NT fibrosarcoma viability, CellTiter-Glo ATP luminescence, 48 h;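 note: NT is the 2HG producing partner of a matched IDH1 knockdown line; 0% = DMSO-treated cells and -100% = media-only wells without cells; nearly all actives have a fitted effect of over 55% in size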
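Fibrosarcoma NT cells, 750 per well in 5% FBS RPMI, were exposed to compound for 48 hours. Viability: CellTiter-Glo luminescence.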
An asterisk follows results filed as active; ? = inconclusive; . = no result given; & = joins results of further samples; [ ] = remark or other dose. Calls come from the whole dose curve; as a rule, active = well fitted curve in the direction sought with a large enough effect; inconclusive = small, poorly fitted or top-dose-only effect, or another doubt; inactive = no such curve, though single readings can be large; an effect the other way counts as inactive or inconclusive. Potency is the fitted concentration of half-maximal effect.

SMILES	KB-3-1 cytotox	GLP-1R agonist	TDP43 rescue	HEK293 tox	KB-V1 cytotox	SW480 rerep	GLP-1R inv ag	HT1080 IDH1KD tx	HT1080NT lethal
Cc1ccc(NC(=O)COC(=O)CCC(=O)c2ccc(Cl)cc2)cc1S(=O)(=O)N(C)C	3.3%	-0.3%	-4.7%	-1.6%	11.0%	-10.0%	15.5%	5.8%	14.0%
Cc1ccc2ccccc2c1C(O)c1ncc(-c2ccccc2)[nH]1 (configuration not stated)	-0.1%	5.9%	14.7%	0.8%	-11.2%	.	?	-13.4%	-22.1%
COc1ccccc1C1CC(c2ccco2)=NN1S(C)(=O)=O (configuration not stated)	20.4%	0.2%	-17.6%[9.22 µM]	0.0%	-14.6%	0.5%	11.3%	2.6%	8.4%
COc1ccc(CCNS(=O)(=O)c2ccc3c(c2)oc(=O)n3C)cc1OC	0.0%	-1.5%	-9.4%	-0.6%	-13.9%	0.0%	6.6%	-5.2%	-5.0%
CCOc1ccc(CNC(=O)CCC(=O)N2Cc3ccccc3Oc3ncccc32)cc1	8.5%&9.0%	2.6%	-6.2%&-4.0%	-6.3%&-3.3%	?	20.8%	-11.4%&-4.7%	17.7%	-0.6%
CC(=O)Nc1ccc(NC(=O)c2c(C)c(-c3ccccc3)nc3ccccc23)cc1	7.8%	-1.8%	-2.3%	15.8%	29.1%	0.2%	-9.5%	6.7%	-1.6%
Cc1nc2ccccc2n2c(O)c(CC(=O)O)cc12	-7.1%	0.4%	-16.0%	39.9%[activator]	6.6%	-2.4%	2.8%	7.7%[9.24 µM]	?
CCCCn1c(N)c(N(CC)C(=O)C2CCN(C(=O)c3ccccc3C)CC2)c(=O)[nH]c1=O	-11.5%	-1.1%	4.1%	6.3%	9.9%	-1.7%	21.4%	4.4%	10.5%
O=C(NC(Cc1ccc(O)cc1)C(=O)N=Nc1c(O)[nH]c2ccccc12)c1ccccc1 (configuration not stated)	12.9%	3.2%	18.5%	1.5%	1.5%	-3.5%	16.1%	15.5%	6.2%
Cc1cccc(N2CCN(C(=O)c3ccc4c(c3)CCN4S(C)(=O)=O)CC2)c1C	-4.8%	4.3%	20.8%	-2.4%	-7.7%	-9.5%	?	-0.4%	0.0%
CC[C@@H]1CC2=C(C(=O)OC(C)(C)O2)[C@@H](c2ccc(Cl)cc2)O1	-9.0%	8.7%	22.5%	-4.5%	14.0%	.	-12.4%	-0.4%	2.0%
COc1cc(C(C(=O)NC2CCCCC2)N(C(=O)c2cnccn2)c2ccccc2)cc(OC)c1OC (configuration not stated)	?	4.0%	-5.9%	-1.1%	-14.1%	-1.2%	21.7%	-1.0%	2.7%
COc1cccc(N2CCN(C(=O)c3cnn(-c4ccccc4Cl)c3C3CCN(C(=O)OC(C)(C)C)CC3)CC2)c1	-19.0%	.	12.8%	-5.5%	-0.7%	.	?	.	.
CCCC(=O)c1ccc(N2CCN(C(=O)OCC)CC2)c(F)c1	-7.4%	0.1%	-2.8%	11.2%	-16.4%	-7.2%	-13.9%	4.0%[9.24 µM]	3.2%
C=C(C)CNc1cc(S(=O)(=O)N2CCOCC2)ccc1Oc1ccccc1	-1.7%	10.2%	25.4%	-20.9%	8.0%	-32.2%[inhibitor]	?	-28.4%	-3.0%[9.24 µM]
O=[N+]([O-])c1cc2no[n+]([O-])c2cc1N1CCCCC1	?	-0.9%	-94.1%[inhibitor]	-34.6%	-16.7%	6.51µM*	0.6%	-2.1%	11.7%
Cc1cccc(C(=O)NCC(=O)OCc2nc(N)nc(Nc3ccccc3C)n2)c1	16.8%	1.3%	20.7%	-8.0%	-10.6%	-4.4%	2.6%	2.9%	9.6%
O=C(Nc1ccc(Cl)cc1)[C@@H]1[C@@H]2C(=O)N(c3ccc4ccccc4c3)C(=O)[C@@H]2[C@H]2C=CC=NN21	1.8%	-8.6%	21.6%	-1.2%	-22.0%	27.0%	20.9%	-2.9%	-2.0%
CC(=O)N1CCc2cc(C(=O)CN3CCN(c4ccccn4)CC3)ccc21	2.4%	5.9%	-17.6%	15.3%	12.6%	-9.8%	32.5%[activator]	-1.4%	12.3%
COc1cccc(Cn2cccc(NC(=O)NC3CCCCC3)c2=O)c1	-12.8%	6.9%	0.9%	-15.2%	0.0%	0.4%	-20.5%	-1.1%	-2.2%
Cc1cccc(N(CC(=O)NCCc2ccccc2)S(=O)(=O)c2ccccc2)c1C	?	.	29.9%	-4.8%	?	.	?	.	.
C/C(=C\C(=O)c1ccc(Cl)s1)N(C)C	-2.7%	-4.3%	-0.4%	4.6%	-17.6%	-4.0%	-17.8%	2.8%	1.1%
Cc1ccc(C(C(=O)NC2CCCC2)N(Cc2cccs2)C(=O)CNC(=O)c2cccs2)o1 (configuration not stated)	-12.6%	-5.6%	6.1%	?	-8.6%	-2.3%	?	-10.5%	-5.9%
Cc1ccc(CN2CCN(CCC(C)C)C(CCO)C2)s1 (configuration not stated)	-20.4%	10.2%	-14.3%	1.0%	-13.1%	6.7%	-15.1%	17.0%	-13.2%
Cc1cccc2sc(N(CCCN(C)C)C(=O)c3ccc(C(=O)c4ccccc4)cc3)nc12	-9.6%	4.0%	-6.1%	?	-1.6%	?	5.01µM*	?	?
Cc1nn(CCC#N)c(NC(=O)c2ccc(Cl)cc2)c1P(=O)(Nc1ccc([N+](=O)[O-])cc1)N1CCOCC1 (configuration not stated)	4.3%	-2.6%	3.8%	21.3%	3.9%	-2.0%	-19.5%	-3.5%	-5.2%
CCCCN(C=O)c1c(CC)nc2ccc(C(=O)NCCCn3ccnc3)cn12	0.0%	3.8%	9.3%	-3.5%	3.0%	.	22.0%	7.8%	20.5%
NS(=O)(=O)c1ccc(NC(=O)C2C3C=CC(C3)C2C(=O)O)cc1 (configuration not stated)	1.2%	-1.8%	-0.5%	-0.4%	4.9%	-4.3%	10.6%	-4.6%	-4.4%
CCOc1ccc(NC(=O)CN2C(=O)C3CCCN3C2=O)cc1 (configuration not stated)	-4.2%	0.8%	6.1%	9.3%	-3.1%	0.4%	27.6%	-0.7%	16.5%
CC(=O)NC(=S)NNC(=O)c1ccc(Br)cc1	-24.6%	-0.7%	?	2.0%	-2.5%	8.3%	10.3%	?	-21.4%

The last two compounds of the part before come first, to join the parts:
SMILES	KB-3-1 cytotox	GLP-1R agonist	TDP43 rescue	HEK293 tox	KB-V1 cytotox	SW480 rerep	GLP-1R inv ag	HT1080 IDH1KD tx	HT1080NT lethal
CCOc1ccc(NC(=O)CN2C(=O)C3CCCN3C2=O)cc1 (configuration not stated)	-4.2%	0.8%	6.1%	9.3%	-3.1%	0.4%	27.6%	-0.7%	16.5%
CC(=O)NC(=S)NNC(=O)c1ccc(Br)cc1	-24.6%	-0.7%	?	2.0%	-2.5%	8.3%	10.3%	?	-21.4%
CCN(CC(=O)Nc1ccc(C(C)=O)cc1)CC(=O)Nc1cccc(OC)c1	23.3%	11.2%	13.0%	-3.0%[0.307 µM]	?	0.6%	-23.1%[0.307 µM]	-5.3%	-4.7%
O=C(Cn1cnc2onc(-c3ccc(F)cc3)c2c1=O)Nc1cccc(C(F)(F)F)c1	4.3%	-5.6%	1.5%	-13.5%	?	.	?	.	.
CC(=O)/C(C(=N)N1CCN(Cc2ccccc2)CC1)=C(\C)O	-3.8%	-0.3%	-7.2%	-13.5%	-6.7%	-0.4%	4.5%	-0.8%	9.4%
CC(=O)OCC[C@H](NS(=O)(=O)OCC(Cl)(Cl)Cl)c1ccccc1	2.4%	-5.6%	-0.6%	-3.2%	-9.4%	-5.0%	-17.8%	-4.9%	-5.0%
Cc1ccc(C2CC(c3ccccc3)n3ncnc3N2)cc1 (configuration not stated)	-2.8%	7.7%	16.4%	1.7%	1.4%	-4.5%	5.5%	1.1%	1.3%
CCOC(=O)c1cccc(NC(=O)Nc2ccc(OCC)cc2)c1	-22.4%	6.9%	5.8%	-16.8%	?	-0.2%	?	-9.4%	-10.7%
Oc1[nH]c2ccccc2c1N=Nc1ccc(F)cc1	-5.6%	7.1%	7.3%	37.7%[activator]	-11.8%	-0.6%	0.0%	-3.9%	-5.2%
CCOc1ccc(C(=O)OCC(=O)NCc2ccco2)cc1OCC	-0.5%	23.1%	9.1%	-2.1%	7.4%	-3.5%	47.9%[activator]	8.5%	10.6%
COC(=O)C[C@@H]1C=C[C@@H](NC(=O)C2CCC2)[C@@H](CO)O1	-6.2%	.	21.4%	-7.6%	-1.3%	.	1.7%	20.2%	16.0%
CCOC(=O)c1cnc(SCC(=O)c2ccccc2)nc1N	11.5%	1.3%	15.7%	5.7%	8.6%	0.6%	0.0%	0.7%	3.7%

Full records as entered above:
Entry for `COc1ccc(CCNS(=O)(=O)c2ccc3c(c2)oc(=O)n3C)cc1OC` : KB-3-1 cytotox = 0.0%; GLP-1R agonist = -1.5%; TDP43 rescue = -9.4%; HEK293 tox = -0.6%; KB-V1 cytotox = -13.9%; SW480 rerep = 0.0%; GLP-1R inv ag = 6.6%; HT1080 IDH1KD tx = -5.2%; HT1080NT lethal = -5.0%
Entry for `CCOC(=O)c1cnc(SCC(=O)c2ccccc2)nc1N` : KB-3-1 cytotox = 11.5%; GLP-1R agonist = 1.3%; TDP43 rescue = 15.7%; HEK293 tox = 5.7%; KB-V1 cytotox = 8.6%; SW480 rerep = 0.6%; GLP-1R inv ag = 0.0%; HT1080 IDH1KD tx = 0.7%; HT1080NT lethal = 3.7%
